# High-throughput results (PubChem)
# HTR2A ag: activates the mouse 5-HT2A serotonin receptor. P35363. CHO-K1 mHTR2A beta-arrestin complementation, luminescence; percent of 30 µM serotonin response. activation, % at 7.6 µM. hit rate 0.66% among 360,000. AID 624169;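 active = activation above a run cutoff, the mean activation of all tested compounds plus 3 SD, cut at about 14% in these data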;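 note: 0% = plate median of compound wells and 100% = 30 µM serotonin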
# Target sequence (P35363 whole entry, looked up): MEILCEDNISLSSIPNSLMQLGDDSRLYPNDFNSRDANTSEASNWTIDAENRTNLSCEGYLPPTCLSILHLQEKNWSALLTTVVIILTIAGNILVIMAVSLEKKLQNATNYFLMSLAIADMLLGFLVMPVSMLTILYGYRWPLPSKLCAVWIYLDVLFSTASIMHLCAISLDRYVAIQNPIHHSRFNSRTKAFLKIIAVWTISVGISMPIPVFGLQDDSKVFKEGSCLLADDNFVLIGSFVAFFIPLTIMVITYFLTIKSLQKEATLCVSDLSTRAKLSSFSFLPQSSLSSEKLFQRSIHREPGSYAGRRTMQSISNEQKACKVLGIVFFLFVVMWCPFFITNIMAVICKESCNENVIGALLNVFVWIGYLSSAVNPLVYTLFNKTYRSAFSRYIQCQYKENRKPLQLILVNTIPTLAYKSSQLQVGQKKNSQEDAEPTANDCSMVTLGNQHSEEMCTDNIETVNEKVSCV
# MC4R antag cAMP: blocks human MC4R cAMP signaling; inhibition, % at 6.5 µM; AID 540295; hit rate 0.48% among 360,000; MC4R-expressing cells, MTII-stimulated cAMP, LANCE TR-FRET; P32245;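 active = inhibition above its plate's cutoff, the mean of tested wells on that plate plus 3 SD, cut at about 29% in these data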;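 note: 0% = Melanotan II alone and 100% = Melanotan II plus saturating MCL0020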
# Target sequence (P32245 whole entry, looked up): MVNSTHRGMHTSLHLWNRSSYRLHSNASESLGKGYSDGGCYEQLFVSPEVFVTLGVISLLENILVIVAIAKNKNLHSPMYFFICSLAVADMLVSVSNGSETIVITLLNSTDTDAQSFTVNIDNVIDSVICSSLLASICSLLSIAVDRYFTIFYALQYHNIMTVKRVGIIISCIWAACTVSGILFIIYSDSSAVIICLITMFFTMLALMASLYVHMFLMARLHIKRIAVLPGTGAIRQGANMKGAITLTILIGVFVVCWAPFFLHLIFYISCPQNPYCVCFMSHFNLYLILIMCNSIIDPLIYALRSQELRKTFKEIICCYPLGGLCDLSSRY
#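 Assay system: U2OS-MC4R stable cell line; Also added: Melanotan II; Technique: Eu-cAMP/anti-cAMP TR-FRET, emission 671 nm; Times: 30-min compound, 1-h challenge, 1-h detection, room temperature.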
# Cardio protect: modulators protecting cardiomyocytes from myocardial damage; H9c2 cardiomyocytes, H2O2 injury protection, ATPLite, 2 h; protection from H2O2 cell death, % at 20 µM; hit rate 0.63% among 360,000; AID 588492;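 active = compounds giving at least 50% protection of heart cells from peroxide-induced death in the single-dose screen, raw or plate-pattern-corrected value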;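 note: 0% = DMSO wells with peroxide and 100% = DMSO wells without peroxide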
# ABHD5-PLIN5 inh: ABHD5-PLIN5 protein interaction inhibition | hit rate 0.78% among 360,000 | Split G. princeps luciferase complementation, luminescence, 4 h | AID 602281 | Q00G26+Q8WTS1 | inhibition, % at 4 µM;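 active = inhibition above the mean inhibition across every tested compound plus 3 SD, cut at about 22% in these data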;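 note: 0% = DMSO only wells and the 100% control is not disclosed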
# ABCB6 inh 2: blocks the human ABCB6 transporter | hit rate 0.19% among 360,000 | AID 602162 | fluorescence ratio to DMSO, % at 10 µM | K562-ABCB6 porphyrin accumulation, flow cytometry, 1 h; active compounds read low;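 active = fluorescence ratio to DMSO below 75%, the collection mean minus 3 SD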;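 note: signal is porphyrin accumulated inside mitochondria; 100% equals median channel fluorescence of DMSO control wells; lower ratio means ABCB6 inhibition with less porphyrin fluorescence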
# NOD2-RIPK2 inh: blocks binding of human NOD2 to RIPK2. hit rate 0.38% among 360,000. O43353. inhibition, % at 4.98 µM. CHO BLA complementation NOD2-RIPK2, CCF4 ratio; in the data active = inhibition above about 21%;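 note: 0% = vehicle only and 100% = reference blocker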
# MC4R ag barr: agonists of human melanocortin 4 receptor (MC4R) beta-arrestin; activation, % at 8.9 µM; hit rate 0.98% among 360,000; U2OS MC4R beta-arrestin complementation, luminescence; percent of melanotan II response, DMSO zero; P32245;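 active = activation above a per-plate cutoff, the mean activation of sample wells on that plate plus 3 SD, cut at about 8% in these data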
# TLR9-MyD88 inh: inhibitors of human TLR9-MyD88 binding | CHO BLA complementation TLR9-MyD88, CCF4 FRET ratio | inhibition, % at 4.98 µM | hit rate 0.21% among 340,000 | AID 504734;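 active = inhibition above the mean over all tested compounds plus 3 SD, cut at about 21% in these data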;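 note: 0% = DMSO only wells and 100% = clavulanate BLA inhibitor control wells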
# SRC2 inh: inhibits human steroid receptor coactivator 2. Q15596. HEK293 GAL4-SRC2 luciferase reporter, luminescence. inhibition, % at 9 µM. hit rate 0.17% among 370,000;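 active = inhibition above the mean inhibition of all tested compounds plus 3 SD, set per campaign, cut at about 52% in these data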;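 note: 0% = DMSO treated cells and 100% = cells given Gossypol at 36 µM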
# Glyco luc inh: blocks N-linked glycosylation in D54 reporter cells | D54 ERlucT glycosylation luciferase reporter, 24 h; percent of 100 nM tunicamycin response | reporter increase, % at 12.5 µM | hit rate 0.23% among 360,000;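 active = mean luciferase reporter signal, scaled so untreated is 0 and the glycosylation-blocking control 100, at or above a set limit in every replicate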;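 note: luciferase carries N-glycosylation sites so blocking glycosylation raises the light; 0% = median of neutral control wells and 100% = median of 100 nM tunicamycin wells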
# * = called active by the depositor; nt = no result given. A portion of the library (hit frequency here may not be typical).
SMILES,HTR2A ag,MC4R antag cAMP,Cardio protect,ABHD5-PLIN5 inh,ABCB6 inh 2,NOD2-RIPK2 inh,MC4R ag barr,TLR9-MyD88 inh,SRC2 inh,Glyco luc inh
COc1ccccc1C(=O)NC(=O)COc1cc(Cl)ccc1Cl,1,4,5,0,96,-9,2.9,6,0,1
Fc1c(F)c(F)c(N/N=C/c2c[nH]c3ccccc23)c(F)c1F,0,2,-27,-2,97,-4,-2.0,2,-6,6
Cc1ccc(Cl)c2c1NC(=O)C2(O)CC(=O)c1ccccc1O (configuration not stated),-1,0,5,1,92,7,-0.3,-2,2,-5
CN(C)c1ccc(CSc2ccccc2)cc1,-2,3,-6,-8,98,-8,-0.2,-4,5,1
COCCSc1nnc(NC(=O)c2ccc(NC(C)=O)cc2)s1,0,11,14,-1,95,-2,-2.1,0,-21,3
CCOC(=O)c1cnc(SCC(=O)Nc2nc(C)c(C)s2)nc1N,0,3,-3,-4,100,0,-1.3,-3,4,-4
CCOC(=O)/C=C1\SCC(=O)N1CC(=O)NCCc1ccc(F)cc1,1,3,0,1,103,2,-2.5,-4,-8,3
COc1ccc2c(c1)-c1c(ssc1=S)C(C)(C)N2,-4,-8,-5,1,93,-5,-1.6,-6,42,-12
CCn1cc(C(=O)NCCCN2CCCCCC2)c(=O)c2cc(S(=O)(=O)N3CCc4ccccc4C3)ccc21,-12,2,16,6,95,-3,-3.2,0,-18,-4
COc1ccc(CCNC(=O)C2CCCN(c3nn4c(=O)cc(C)nc4s3)C2)cc1OC (configuration not stated),-4,-6,15,4,104,-20,-1.4,-3,0,3
O=C(NNC(=O)c1cccc2ccccc12)c1ccc(Cl)cc1Cl,-4,-1,2,-2,97,-3,-1.4,5,-10,-1
CCNc1nnc(SCC(=O)NC2CCCCCC2)s1,5,6,4,2,95,-3,-1.1,6,1,-2
COC(=O)Nc1ccc(S(=O)(=O)N(C)CC(F)(F)C(F)F)cc1,1,-2,1,5,99,7,0.1,7,9,-1
O=C(COc1ccccc1)NNc1nc2c(F)cc(F)cc2s1,-2,0,-9,-5,96,1,-3.4,5,-28,1
CCC(CC)C(=O)N(C)c1c(C)nc2c(OCc3cccc(OC)c3)cccn12,1,5,-2,-8,95,-5,-1.1,nt,-32,-1
CCC(=O)Nc1ccc(NCc2cccs2)cc1,6,3,-1,3,117,-8,-1.4,7,-13,3
O=C(/C=C/c1ccccc1Cl)NC1CCS(=O)(=O)C1 (configuration not stated),0,19,1,-2,97,-9,1.0,3,5,1
COc1ccc(S(=O)(=O)N(CC(=O)NCc2ccncc2)c2ccc(C)cc2)cc1Br,-7,15,0,0,96,-8,-2.4,-23,1,2
O=C(c1ccccc1)c1ccc(N2CCN(C(=O)c3ccc(F)cc3F)CC2)c(F)c1,-1,0,-18,4,91,2,-1.0,0,16,-5
Cc1nn(-c2ccccc2)c(CC(C)(C)C(=O)O)c1C(=O)O,2,7,2,5,99,-8,-2.1,-4,11,0
CC(OC(=O)c1cc(=O)[nH]c2ccccc12)C(=O)N1C(C)CCCC1C (configuration not stated),2,-42,-6,-6,92,-4,2.1,6,12,-1
CCOC(=O)N1CCN(C(=O)CSCC(=O)Nc2nc(-c3ccc(-c4ccccc4)cc3)cs2)CC1,0,26,-25,-3,92,-5,3.9,-13,25,-6
COc1cc(/C=N/NS(=O)(=O)c2ccc(C)c([N+](=O)[O-])c2)ccc1O,-4,12,0,5,99,2,0.1,8,2,-1
Cc1cc(=O)[nH]c(Nc2c(C)n(C)n(-c3ccccc3)c2=O)n1,2,1,-1,-2,98,5,2.2,-18,1,4
CNC(=O)c1ccsc1NC(=O)CCS(=O)(=O)c1ccc(Cl)cc1,12,-3,-1,6,97,-4,-1.2,-2,-2,-9
CSc1ccc(CCNC(=O)CSc2ccsc2[N+](=O)[O-])cc1,1,0,-5,3,95,2,11*,-2,-10,0
O=[N+]([O-])c1ccc(-n2nnnc2CN2CCOCC2)cc1,1,-4,9,3,98,4,0.7,6,11,1
CCOc1cccc(/C=C/c2ccc3cccc(O)c3n2)c1O,-5,9,50,1,94,3,-4.1,10,-54,24
COc1ccc(NC(=S)N2CCC(C(=O)c3ccc(OC)cc3)CC2)cc1,-7,24,-5,0,99,3,0.8,-4,19,-3
O=C(c1cccc(S(=O)(=O)N2CCCCCC2)c1)N1CCN(c2ccccc2F)CC1,-3,2,2,10,88,-17,2.0,-11,20,-3
Cc1ccc(S(=O)(=O)N2CCN(C(=O)C3=COCCO3)CC2)cc1C,-4,2,-3,3,96,-11,-0.5,10,8,2
COc1ccc(Cl)cc1-n1c(C)cc(C(=O)OCC(=O)N2CC(=O)Nc3ccccc32)c1C,5,16,-11,7,87,1,15*,12,11,5
O=C(NCc1ccccc1Cl)[C@H]1CCCN1C(=O)[C@H]1CCCN1C(=O)c1cccs1,2,nt,nt,1,96,-4,nt,nt,-24,nt
CC(C)(C)NCc1cc(Cl)ccc1OCc1cccs1,-7,25,3,5,97,-4,1.5,-7,3,-3
COc1ccc(CC(=O)N2CCN(S(=O)(=O)c3cc(Cl)ccc3Cl)CC2)cc1,6,-3,-10,-3,101,0,-0.7,8,-16,-2
CC(=O)Nc1ccc(Nc2ccc(N3C(=O)CCCC3=O)cc2[N+](=O)[O-])cc1,-1,6,8,-1,100,-10,-0.5,-9,0,0
S=C(NCCc1ccc(Cl)cc1)NC1CCCCC1,-10,14,-14,-12,96,5,-0.2,-5,-63,-4
Cc1ccccc1C(=O)NCC(=O)OC(C)C(=O)Nc1ccnn1C(C)C (configuration not stated),-2,5,11,7,98,3,-8.4,1,-27,0
O=S(=O)(Nc1ncccn1)c1ccc(Nc2ncnc3ccccc23)cc1,4,-6,9,4,100,1,0.0,-1,-15,3
COc1ccc(NS(=O)(=O)c2ccc(C)c(NC(=O)C3CCCO3)c2)cc1 (configuration not stated),-8,1,-7,6,98,8,-0.5,-3,15,-1

# Marked active in MC4R ag barr, of those listed so far:
Molecule | HTR2A ag | MC4R antag cAMP | ABHD5-PLIN5 inh | ABCB6 inh 2 | NOD2-RIPK2 inh | MC4R ag barr | TLR9-MyD88 inh | SRC2 inh | Glyco luc inh
CSc1ccc(CCNC(=O)CSc2ccsc2[N+](=O)[O-])cc1 | 1 | 0 | 3 | 95 | 2 | 11* | -2 | -10 | 0
COc1ccc(Cl)cc1-n1c(C)cc(C(=O)OCC(=O)N2CC(=O)Nc3ccccc32)c1C | 5 | 16 | 7 | 87 | 1 | 15* | 12 | 11 | 5

# Further structures
SMILES,HTR2A ag,MC4R antag cAMP,Cardio protect,ABHD5-PLIN5 inh,ABCB6 inh 2,NOD2-RIPK2 inh,MC4R ag barr,TLR9-MyD88 inh,SRC2 inh,Glyco luc inh
CN(c1ccccc1)C(c1ccc(F)cc1)c1nnnn1CC1CCCO1 (configuration not stated),-2,3,1,2,100,1,-0.5,7,-5,-4
Cc1cc(=O)n2nc(N3CCCC(C(=O)NCc4ccccc4)C3)sc2n1 (configuration not stated),2,9,-4,-6,103,4,1.6,6,-1,2
Cc1ccc(NC(=O)C(C)Sc2nnc3ccccn23)cc1 (configuration not stated),-2,11,2,-5,105,-22,-0.7,-15,-7,0
O=C(Nc1ccc(Cl)cn1)c1ccc2nccnc2c1,-2,-8,7,-2,105,2,-3.2,-5,-75,-2
CCOCCCNC(=O)/C(C#N)=C/c1cc(C)c(O)c(C)c1,2,0,14,-3,242,3,2.1,-8,-1,5
CCCOc1ccccc1C1CC(=O)NC2=C1C(=O)CCC2 (configuration not stated),4,-13,6,-2,101,3,-1.1,-3,-8,22
CC1=NNC(=O)C1Cc1ccccc1 (configuration not stated),1,2,-1,-4,92,-2,-1.2,nt,-3,2
CCN(CC)c1ccc(/C=N/NC(=O)c2ccc3nc[nH]c3c2)cc1,-5,-7,4,-6,96,-6,0.8,-9,-9,-1
COc1ccc(N2CCN(C(=O)Cc3ncc(C(F)(F)F)cc3Cl)CC2)cc1,0,5,5,-5,93,0,-3.1,0,20,1
CN1C(=O)CSC1=Nc1cccc(C(=O)O)c1,1,-2,5,2,97,2,-2.1,3,-9,1
CCCCCCSc1ccc([C@H]2N[C@@](Cc3ccccc3)(C(=O)OC)[C@H]3C(=O)N(CC)C(=O)[C@@H]23)cc1,13,1,0,9,95,1,-0.8,4,-12,-8
COCCN1C(=O)/C(=C/c2ccc(Oc3ccc([N+](=O)[O-])cn3)c(OC)c2)SC1=Nc1ccccc1,0,1,1,-3,100,8,-1.6,-6,18,-2
O=C(CNc1cccc2ccccc12)N/N=C/C(Br)=C/c1ccccc1,3,-5,-23,10,102,-3,-1.2,-6,-14,31*
COc1ccccc1N1CCN(/N=C/c2ccc(Cl)c([N+](=O)[O-])c2)CC1,1,0,-10,0,88,-4,-0.9,-5,-41,0
COC(=O)CC(c1ccc(C#N)cc1)n1c(C)ccc1C (configuration not stated),-1,9,0,0,98,-5,-2.5,9,-25,9
COc1ccc(CC(=O)Nc2cc(S(=O)(=O)N3CCOCC3)ccc2N2CCCC2)c(OC)c1,-5,-2,9,2,105,-16,-1.6,2,2,-2
O=C(O/N=C1\CCCc2ccccc21)c1cccs1,1,1,-16,4,96,-7,-1.5,4,2,1
CC(C)(C)OC(=O)[C@H](Cc1ccccc1)NC(=O)c1nc[nH]c1C(=O)NCC(=O)OCc1ccccc1,8,-2,14,0,99,5,1.8,-1,5,-1
O=C(NNC(=O)c1ccc2[nH]c(=O)c(=O)[nH]c2c1)c1cccc(Br)c1,-1,-3,2,8,103,-9,1.0,-5,-6,2
COc1cc(-c2ccc(Nc3ccccc3C(=O)O)c(OC)c2)ccc1Nc1ccccc1C(=O)O,-4,5,-2,4,103,-9,-0.4,-1,-16,-8
OC(Cc1ccccc1)c1ncc(-c2ccc3ccccc3c2)[nH]1 (configuration not stated),-3,-3,-3,-20,100,-17,0.0,nt,nt,6
Cc1ccc(C)c(NC(=O)COC(=O)COc2cccc3c2OC(C)(C)C3)c1,-1,-4,-1,1,101,3,-1.1,1,31,3
COc1ccccc1CNc1ccc2nnc(CCNC(=O)c3ccccc3)n2n1,-3,24,6,2,97,5,0.0,-2,-26,1
O=C(O)c1cc(S(=O)(=O)N2CCOCC2)c[nH]1,8,5,-2,10,98,-16,-0.6,-7,-14,2
Cc1ccc(S(=O)(=O)NN2C(=O)/C(=C\c3ccc(Cl)cc3)SC2=S)cc1,-8,-5,-7,0,97,5,-0.9,-5,-16,4
COc1ccc(NC(=O)c2sc(=O)n(Cc3ccc(F)c(Cl)c3)c2C)cc1OC,-11,5,-2,7,103,10,0.4,nt,-19,-6
COC(=O)[C@]12CCCCC=C1N(CCc1ccc(OC)c(OC)c1)C(=O)[C@H](CC(=O)N1CCN(C(=O)c3ccco3)CC1)C2,-1,nt,nt,7,nt,3,nt,nt,7,nt
Cc1ccc(NS(=O)(=O)c2ccc(F)cc2)nc1,0,8,1,-4,97,7,-0.4,-7,-7,2
CCC(C(=O)Nc1ccsc1C(=O)OC)c1ccccc1 (configuration not stated),1,12,-3,-1,97,-3,-2.0,-13,-21,-5
Cc1ccc(NC(=O)COC(=O)c2ccc(Cl)cc2)cc1S(=O)(=O)N(C)C,-4,4,-7,1,94,0,-0.4,4,-10,0
